# Screening results deposited in PubChem BioAssay by The Scripps Research Institute Molecular Screening Center.
# GPR151 activ: activates the human receptor GPR151. Q8TDV0. PathHunter beta-arrestin GPR151 cells, luminescence. activation, % at 11.2 µM. 1% of 650,000 active; in the data active = activation above about 4.9%;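 also: 0% = median of compound wells and 100% = cells with positive control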
# Target sequence (Q8TDV0 whole entry, looked up): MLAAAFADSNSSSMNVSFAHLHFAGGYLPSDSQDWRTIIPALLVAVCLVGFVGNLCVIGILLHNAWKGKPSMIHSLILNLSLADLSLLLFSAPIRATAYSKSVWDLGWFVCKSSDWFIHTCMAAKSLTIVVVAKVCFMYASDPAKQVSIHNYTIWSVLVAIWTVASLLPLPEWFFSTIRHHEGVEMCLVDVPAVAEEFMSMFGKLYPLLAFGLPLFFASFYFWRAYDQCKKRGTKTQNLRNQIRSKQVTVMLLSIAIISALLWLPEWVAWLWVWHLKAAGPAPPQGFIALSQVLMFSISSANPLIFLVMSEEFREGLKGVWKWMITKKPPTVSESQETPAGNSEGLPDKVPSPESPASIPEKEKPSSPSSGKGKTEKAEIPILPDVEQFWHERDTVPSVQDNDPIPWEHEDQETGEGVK
# TEAD-YAP inh: TEAD-YAP interaction inhibition. HEK-TIYL cells, TEAD-Gal4/YAP UAS-luciferase luminescence. inhibition, % at 9.12 µM. 1.4% of 640,000 active; in the data active = inhibition above about 32%;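 also: 0% = median of test compound wells and 100% = reference inhibitor wells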
# MITF primary: inhibitors of human MITF; O75030; AlphaScreen MITF homodimerization, bead proximity signal; inhibition, % at 2.6 µM; 0.91% of 650,000 active; in the data active = inhibition above about 50%;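 also: 0% = vehicle wells with protein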
# FBW7 act: human FBW7 E3 ligase activation, primary screen | normalized activity (activation), % at 26.1 µM | 0.13% of 650,000 active | AlphaScreen FBW7–phospho-cyclin E peptide binding, activator screen | Q969H0; in the data active = normalized activity above about 1.9%;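 also: purified mutant Fbw7 with reduced substrate affinity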
# Target sequence (Q969H0 whole entry, looked up): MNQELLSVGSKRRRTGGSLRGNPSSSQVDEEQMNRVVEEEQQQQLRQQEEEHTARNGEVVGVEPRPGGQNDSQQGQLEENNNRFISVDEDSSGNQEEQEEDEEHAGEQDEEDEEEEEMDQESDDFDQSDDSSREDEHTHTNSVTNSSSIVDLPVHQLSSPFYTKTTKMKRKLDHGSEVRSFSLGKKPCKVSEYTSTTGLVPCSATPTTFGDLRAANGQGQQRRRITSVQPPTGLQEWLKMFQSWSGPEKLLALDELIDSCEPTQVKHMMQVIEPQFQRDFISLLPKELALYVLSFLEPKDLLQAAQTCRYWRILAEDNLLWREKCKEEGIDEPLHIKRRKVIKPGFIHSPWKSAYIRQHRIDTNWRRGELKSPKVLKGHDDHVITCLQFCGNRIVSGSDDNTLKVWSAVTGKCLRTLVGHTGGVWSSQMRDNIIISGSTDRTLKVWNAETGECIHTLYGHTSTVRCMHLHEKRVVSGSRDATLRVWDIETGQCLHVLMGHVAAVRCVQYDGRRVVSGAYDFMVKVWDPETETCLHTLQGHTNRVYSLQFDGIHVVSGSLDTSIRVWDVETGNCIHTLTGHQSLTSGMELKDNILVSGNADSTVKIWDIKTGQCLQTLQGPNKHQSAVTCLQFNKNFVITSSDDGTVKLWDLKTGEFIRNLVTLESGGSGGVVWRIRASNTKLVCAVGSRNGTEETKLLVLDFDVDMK
# An asterisk follows results filed as active; / = no result given; & = joins results of further samples.
SMILES,GPR151 activ,TEAD-YAP inh,MITF primary,FBW7 act
C[C@@H]1NC(=O)[C@H]2CN(Cc3ccc4ncccc4c3)CCN2C1=O,-0.6,1,5,-0.1
COC(=O)C1C2c3ccccc3C(c3ccccc32)C1C(=O)OC (configuration not stated),-0.6,2,6,0.1
COc1ccc(CCNCCCSC)cc1,0.0,3,28,0.2
Cc1sc2nc(C)n(C3CCNCC3)c(=O)c2c1C,0.9,7,35,0.1
O=[N+]([O-])c1cccc(C2N3CCCCN23)c1 (configuration not stated),0.8,7,9,0.0
COc1ccc(CC2C(=O)N(C)C(=O)N(C)C2=O)cc1OC,0.6,0,12,0.0
O=C(c1ccccc1)c1cc(Cl)ccc1NC(=O)C(F)(F)F,0.4,-7,5,-0.1
CC/C(=N/O)c1c(C)[nH]c2ccccc12,-0.5,1,14,0.3
c1ccc2c(CNCC3CCCO3)c[nH]c2c1 (configuration not stated),-0.2,10,11,-0.1
CCCCCCCC1C(C#N)=C(N)Oc2c1c(=O)oc1ccccc21 (configuration not stated),-0.2,8,4,0.1
COC(=O)c1ccc(-c2ccc(C=C3C(=O)NC(=S)NC3=O)o2)cc1,-1.3,-2,12,0.3
O=C1CCCC2C3CCCN4CCCC(CN12)C34 (configuration not stated),-0.6,14,20,0.1
COc1ccc(F)cc1C(=O)C1CCCN(Cc2ncc[nH]2)C1 (configuration not stated),-0.7,-9,-1,-0.1
Cn1ncnc2c(=O)n(C)c(=O)nc1-2,-7.4,99*,10,-0.3
Oc1ccc(-c2ncccn2)cc1CN1CC=C(c2ccccc2)CC1,0.7,-3,4,0.5
O=c1c2ccccc2nc(/C=C/c2ccccc2)n1-c1ccccc1I,0.7,9,-6,0.7
COc1cc(/C=c2/sc3nc4ccccc4n3c2=O)cc(OC)c1OC(=O)N(C)C,-0.3,2,1,0.1
O=[N+]([O-])c1cc(Cl)ccc1N1CCNCC1,0.3,5,-6,-0.1
N#Cc1ccc(NC(=O)COc2cc(F)ccc2[N+](=O)[O-])cc1Cl,0.2,7,11,0.0
CN1C(CC(O)c2ccccc2)CCCC1C(=O)c1ccccc1 (configuration not stated),3.2,-5,10,0.1
N#Cc1cc2c(nc1SCc1ccc(Br)cc1)CCC2,0.1,-5,-2,-0.1
Cn1c(O)c(C=NCCCN2CCCC2=O)c(=O)n(C)c1=O,0.6,0,-2,0.1
Cc1cccc(N2C(=O)NC(=O)/C(=C\c3ccco3)C2=O)c1,-0.7,-6,2,-0.1
O=c1cccc2n1CC1CC2CN(Cc2ccc(O)cc2)C1 (configuration not stated),0.1,5,-11,-0.2
CN1CCc2[nH]c(=S)c(C#N)c(-c3ccncc3)c2C1,-0.3,-5,11,-0.6
CCC1C2CC3C4N(C)c5ccccc5C45CC(C2C5O)N3[C@@H]1O (some centres not stated),1.3&1.3&-1.0,-7&3&-3,7&3&5,0.1&-0.1&0.1
CN1CCN(c2ccc(C(F)(F)F)cc2N)CC1,1.6,-8,-1,0.0
C=CCN1C(=O)C2(C(C#N)=C(N)OC(c3ccccc3)=C2C(=O)OCC)c2ccccc21 (configuration not stated),-1.5,3,9,0.6
O=C(O)c1nn(Cc2ccc(Cl)cc2Cl)c2ccccc12,-1.4&1.3&2.2,-13&-9,12&4&-9,-0.2&-0.1&0.1
CN1CCN(c2cc(N3CCOCC3)ccc2[N+](=O)[O-])CC1,-0.6,7,16,0.2
Cc1nc2cccc[n+]2c(-c2ccccc2)c1C,0.5,4,-14,-0.1
Cc1cc(C=C2C(=O)NC(=S)NC2=O)c(C)n1-c1ccccc1Cl,1.9,0,11,0.1
C=COCCCn1c(C)c(C(C)=O)c2cc(O)ccc21,-0.9,4,0,0.0
CCn1c2ccccc2c2cc(NC(=O)COc3cc(C)cc4oc(=O)c5c(c34)CCC5)ccc21,0.1,3,3,0.2
O=C(c1n[nH]c2c1CCCC2)N1CCC2(CC1)OCCO2,-0.8,8,17,1.0
CN(C)C(=O)Oc1cccc([N+](=O)[O-])c1,-0.8,-5,-11,-0.3
O=C(O)CCn1cc(C=C2C(=O)NC(=S)NC2=O)c(-c2cccc(Br)c2)n1,0.0,8,11,-0.1
O=P(OC(c1ccc(F)cc1)C(F)(F)F)(c1ccccc1)c1ccccc1 (configuration not stated),-0.4,1,6,-0.1
O=C(COC(=O)Cc1ccccc1)NC12CC3CC(CC(C3)C1)C2,1.3,2,2,0.0
O=C(OC1CNC(=N[N+](=O)[O-])NC1)c1ccc([N+](=O)[O-])cc1 (configuration not stated),-1.0,-2,-8,-0.1
N#CCCn1cc(C(=O)Nc2ccc(F)cc2)c(-c2ccccc2)n1,-0.9,3,14,0.3
COc1ccc2[nH]cc(CCNC(C)C)c2c1,0.8,-6,-2,-0.1
NC(=O)CS(=O)C(c1ccccc1)c1ccccc1 (configuration not stated),-1.6&-0.8&-1.0,8&-2,13&12&13,0.3&0.1&0.2
CCCS(=O)(=O)N1CCCC(C(=O)N2CCC3(CC2)OCCO3)C1 (configuration not stated),-0.1,8,2,-0.1
FC(F)(F)c1ccccc1NC1=NCCCS1,-1.4,9,2,0.4
CC1CSC(Nc2ccccc2C(C)C)=N1 (configuration not stated),1.6,-4,22,0.1
C=CCN1C(=O)C2(C(C(=O)OCC)=C(N)Oc3c2c(=O)oc2ccccc32)c2ccccc21 (configuration not stated),1.2,-13,-2,0.0
O=C(O)C1C2CC3CC(C2)CC1(n1ncc(Nc2cccc(O)c2)c(Cl)c1=O)C3 (configuration not stated),1.4,5,3,0.0

# 15 compounds already listed, ordered by SMILES length, largest number first:
SMILES,GPR151 activ,TEAD-YAP inh,MITF primary,FBW7 act
C=CCN1C(=O)C2(C(C(=O)OCC)=C(N)Oc3c2c(=O)oc2ccccc32)c2ccccc21 (configuration not stated),1.2,-13,-2,0.0
CCn1c2ccccc2c2cc(NC(=O)COc3cc(C)cc4oc(=O)c5c(c34)CCC5)ccc21,0.1,3,3,0.2
O=C(O)C1C2CC3CC(C2)CC1(n1ncc(Nc2cccc(O)c2)c(Cl)c1=O)C3 (configuration not stated),1.4,5,3,0.0
O=C(O)CCn1cc(C=C2C(=O)NC(=S)NC2=O)c(-c2cccc(Br)c2)n1,0.0,8,11,-0.1
Cc1cc(C=C2C(=O)NC(=S)NC2=O)c(C)n1-c1ccccc1Cl,1.9,0,11,0.1
CCCS(=O)(=O)N1CCCC(C(=O)N2CCC3(CC2)OCCO3)C1 (configuration not stated),-0.1,8,2,-0.1
N#CCCn1cc(C(=O)Nc2ccc(F)cc2)c(-c2ccccc2)n1,-0.9,3,14,0.3
O=C(c1n[nH]c2c1CCCC2)N1CCC2(CC1)OCCO2,-0.8,8,17,1.0
C=COCCCn1c(C)c(C(C)=O)c2cc(O)ccc21,-0.9,4,0,0.0
CN(C)C(=O)Oc1cccc([N+](=O)[O-])c1,-0.8,-5,-11,-0.3
NC(=O)CS(=O)C(c1ccccc1)c1ccccc1 (configuration not stated),-1.6&-0.8&-1.0,8&-2,13&12&13,0.3&0.1&0.2
Cc1nc2cccc[n+]2c(-c2ccccc2)c1C,0.5,4,-14,-0.1
COc1ccc2[nH]cc(CCNC(C)C)c2c1,0.8,-6,-2,-0.1
FC(F)(F)c1ccccc1NC1=NCCCS1,-1.4,9,2,0.4
CC1CSC(Nc2ccccc2C(C)C)=N1 (configuration not stated),1.6,-4,22,0.1

# (list continues)
SMILES,GPR151 activ,TEAD-YAP inh,MITF primary,FBW7 act
CCN1CCN(C(=O)COc2ccccc2F)CC1,3.9,-5,2,-0.1
CCCCCCCCCCCCCCCC[N+](C)(C)C,0.4&4.3,19&27,-10&-11,0.0&-0.1
CCCCCn1c(=O)c(C(=O)Nc2ccccc2)c(O)c2ccccc21,0.5,4,17,0.5
CCOCCCNC(=O)c1c(N)n(Cc2ccco2)c2nc3ccccc3nc12,-0.4,8,-15,-0.4
O=Cc1cn(Cc2ccc(F)cc2)c2ccccc12,1.0,20,-7,-0.1
O=[N+]([O-])c1ccc(O)c(CN2CCN(c3ccccc3Cl)CC2)c1,2.9,-3,11,0.3
Clc1ccc(CCNCc2ccccn2)c(Cl)c1,-1.1,-5,33,0.0
CC(Cc1ccsc1)NC1CCN(c2ccc(NC(=O)c3cnccn3)cc2)CC1 (configuration not stated),-2.5,-10,-6,-0.4
Cc1ncc([N+](=O)[O-])n1CCOc1nonc1N,0.7,3,4,0.3
COc1cc2c(cc1OC)[C@@H]1C(=O)c3ccc4c(c3O[C@@H]1CO2)C[C@H](C(C)C)O4,2.4,68*,13,0.1
COc1ccc(CN2CCN(c3ccccc3)CC2)c(OC)c1,-1.6,-20,38,-0.1
O=C(Nc1cccc(F)c1)N(Cc1ccco1)C1CCN(Cc2ccncc2)CC1,0.1,2,-13,-0.2
Cc1ccc(-n2c(-c3cccnc3)nc3ccccc3c2=O)cc1,-0.6,8,1,-0.8
Cc1ccc(CN2CCN(Cc3ccccc3C)CC2)cc1,0.0,14,56*,0.1
O=[N+]([O-])c1cc(F)c(N2CCCC2)cc1N1CCNCC1,-0.2,14,-1,0.0
O=C(Nc1ccc(Cl)cc1)c1ccc(S(=O)(=O)N(CCCl)CCCl)cc1,-0.2,1,-4,0.0
CCCC1=C(C(=O)OCC)C2(C(=O)Nc3ccc(Br)cc32)C(C#N)=C(N)O1 (configuration not stated),1.2,-10,0,-0.1
C[C@@H]1O[C@@H](O[C@@H]2C=C3CCC4C(CC[C@]5(C)[C@@H](c6ccc(=O)oc6)CC[C@]45O)[C@@]3(C)CC2)[C@H](O)[C@H](O)[C@H]1O (some centres not stated),10*,/,5,-0.1
Fc1ccccc1CN1CCC(n2nnc3ccccc32)CC1,-0.7,-4,8,0.2
COc1ccccc1CCNCc1ccccc1,-0.1,1,50,0.5
COCCNc1cnn(C23CC4CC(CC(C4)C2C(=O)O)C3)c(=O)c1Cl (configuration not stated),-0.6,7,5,0.4
COc1cc(C2C(C#N)=C(N)Oc3c2c(=O)oc2ccccc32)ccc1OC(=O)c1ccco1 (configuration not stated),-0.5,-2,-4,-0.4
OCCN1CCN(Cc2ccc(Cl)c(Cl)c2)CC1,2.3,5,83*,0.0
CCOC(=O)C1(c2ccccc2)CCN(CCC(=O)Nc2ccc(C)cc2)CC1,1.1,-4,19,0.1
N[C@@]1(C(=O)O)CC[C@H](C(=O)O)C1,3.9,/,11,0.9
Cc1ccc(C2SCC(=O)Nc3c2c(=O)[nH]n3C2CCOC(C)(C)C2)cc1 (configuration not stated),-0.6,-9,5,0.3
Cc1[nH]c2ccccc2c1CCNCc1cccc([N+](=O)[O-])c1,2.3,3,32,-0.2
CCNC(=O)c1c(CC2CCCC2)n(Cc2cccnc2)c(C)cc1=O,0.0,-11,-24,0.0
Cc1ccc(N2C(=O)NC(=O)C(CCc3ccccn3)(Cc3cccs3)C2=O)cc1 (configuration not stated),-0.4,0,-3,0.7
CC(=O)N(C1=NCCCS1)c1ccc(F)cc1,-0.4,4,15,-0.1
CCCCNC(=O)c1ccc(N2CC3CC(C2)c2cccc(=O)n2C3)c([N+](=O)[O-])c1 (configuration not stated),-1.8,-13,4,0.0
CCc1c(O)n(-c2ccccc2)c(=S)[nH]c1=O,1.7,2,8,0.1
COc1cccc(/C=C/c2nc3ccccc3c(=O)n2-c2cccc(C)c2)c1OC,0.3,-3,-15,-0.1
COc1cc(NC(=O)CCc2nc(C3=CCN(C)CC3)no2)cc(OC)c1OC,-0.4,-8,52*,1.7
Cc1ccc(-n2c(/C=C/c3c(F)cccc3Cl)nc3ccccc3c2=O)cc1,-0.3,-1,23,0.1
Cc1ccc(N2CCN(Cc3ccccc3[N+](=O)[O-])CC2)cc1,-0.3,-10,6,-0.3
COc1ccc(OCC(=O)N2CCN(C3CCCCC3)CC2)cc1,1.3,-2,8,0.2
CCC1(c2cccc(O)c2)CCCCN(C)C1 (configuration not stated),1.3,/,-3,-0.1
Cc1ccc(-n2c(=S)[nH]c3ccccc3c2=O)cc1C,-1.3,7,8,0.0
CN(C)CCC(=O)c1ccc(Cl)c(Cl)c1,1.2,-1,-18,-0.2
O=C1CNC(c2ccccc2)c2cc(Br)ccc2N1 (configuration not stated),0.6,-2,-1,0.0
CCOP(=O)(OCC)C1(C(=O)O)CCCC1,-0.7,9,-27,0.1
S=P(Nc1ccccc1)(Nc1ccccc1)Nc1ccccc1,0.3,4,-22,0.0
Cc1ccc(S(=O)(=O)Nc2ccc(C(=O)N3CCC(=O)CC3)cc2)cc1C,0.7,0,-5,0.0
CCC(C)n1[nH]c(=O)c2c1NC(=O)CSC2c1ccc(F)cc1 (configuration not stated),1.4,3,4,-0.2
COc1ccc(-c2nn(CCC#N)cc2C(=O)OCc2ccccc2)cc1[N+](=O)[O-],-2.2,-27,-11,0.0
Cc1nc2cc(-c3ccccc3)nn2c(C)c1CCC(=O)N1CCC2(CC1)OCCO2,0.1,17,-3,1.5
C/C(=N/NC(=O)c1ccc(F)cc1)c1ccccn1,-1.7,-16,15,0.6
CC(C)(C)N1C(=O)NC(=O)/C(=C/c2ccccc2Cl)C1=O,0.9,-11,4,0.0
C=CCN1C(=O)/C(=C/c2ccc(OC)c(OC)c2)C(=O)NC1=S,0.0,10,9,-0.6
O=C1C2CCCN2C(c2cccnc2)N1c1ccccn1 (configuration not stated),-1.7,-10,-13,0.1
O=[N+]([O-])C1N=Nc2nncn21 (configuration not stated),-1.1,0,-6,-0.5
O=C1OC(c2cncc(Br)c2)=N/C1=C\c1cc(Br)cs1,-1.3,-10,-2,0.1
CCCCn1c(C)c(C(=O)OCC)c2cc(OC(=O)c3cccc(Cl)c3)c3ccccc3c21,-0.5,7,11,0.0
COC(=O)C1(C#N)C(c2ccsc2)C(C(N)=O)N2C=C(C(C)=O)C=CC21 (configuration not stated),-0.1,12,-2,-0.2

# A portion of the library, so the mix of outcomes need not match the whole.
